HEK293 NOD2/NF-kB: NOD2 signaling inhibitors, cell-based, luminescence, uHTS, HEK293 (AID 1566). HEK293 NOD2/NF-kB luciferase reporter, luminescence; higher % means a stronger effect. inhibition, % at 4 µM, or EC50 in µM where a hit was titrated. 290,000 compounds, 0.63% hits; further: many of its hits are not listed in these tables
P. falciparum M1AAP: malaria alanyl aminopeptidase activity blockers – biochemical, fluorogenic H-Leu-NHMec substrate, 1536-well (AID 1445) | inhibition, % at 30 µM, or IC50 in µM where a hit was titrated | recombinant M1AAP, H-Leu-NHMec fluorogenic kinetic assay; higher % means a stronger effect | 220,000 compounds, 0.42% hits;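 active means primary inhibition above the hit cutoff, then over 50% inhibition at one or more dose response concentrations, cut at about 23% in these data, passing the limit was not always enough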;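 further: plate controls were DMSO full reaction for no effect and no enzyme background for full effect; strong numbers were not always called active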
Hep lipid drop: modulators of hepatic lipid droplet formation | AML12 mouse hepatocytes, oleate lipid droplets, BODIPY imaging | inhibition, % at 6.5 µM | 240,000 compounds, 0.4% hits | AID 1656;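 active means lipid droplet intensity inhibited by at least 50%, with more than 500 cells counted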
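Material – AML12 mouse liver cells · Also added – oleate loading, 100 µM · Compound dosing – 6.5 µM single-point dosing · Times – overnight treatment with compound plus oleate · Measured by – fluorescence imaging, 20x objective, two fields per well · Read-out – percent inhibition of filter-corrected integrated lipid droplet intensity per well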
LYP inhibition: inhibitors of LYP phosphatase, biochemical, fluorescence intensity, uHTS (AID 1779); recombinant LYP phosphatase, fluorescence intensity; higher % means a stronger effect; inhibition, % at 11.5 µM; hits with a dose series show IC50 in µM; 290,000 compounds, 0.054% hits;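 further: plate controls were vehicle with enzyme for no effect and no enzyme for full effect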
AID2073: inhibitors of Mint1-CaV2.2 protein interaction, biochemical, HTRF (AID 2073); HTRF protein-protein interaction, Mint1-CaV2.2; higher % means a stronger effect; inhibition, % at 20 µM, or IC50 in µM where a hit was titrated; 290,000 compounds, 0.19% hits; in the data active means inhibition mostly above about 51%, no sharp cut-off; further: some results filed as inactive read as strong as hits
Siah-1 displacement: blockers of Siah-1 interaction with plectin peptide – biochemical, fluorescence polarization, rhodamine-plectin, uHTS, primary screen (AID 1817); 290,000 compounds, 0.02% hits; displacement, % at 20 µM; hits with a dose series show IC50 in µM; Siah-1 / rhodamine-plectin peptide fluorescence polarization; higher % means a stronger effect;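 active means displacement of at least 50% at 20 µM, with a fluorescence ratio check between 0.3 and a set limit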;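 further: plate controls were Siah plus tracer with DMSO for no effect and tracer alone without Siah for full effect; strong numbers were not always called active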
P. falciparum M17LAP: P. falciparum M17LAP inhibitors, primary screen, biochemical, fluorogenic H-Leu-NHMec substrate, 1536-well (AID 1619); inhibition, % at 30 µM, or IC50 in µM where a hit was titrated; recombinant M17LAP, H-Leu-NHMec fluorogenic kinetic assay; higher % means a stronger effect; 220,000 compounds, 0.38% hits;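 active means compound inhibiting the enzyme by more than half at any dose during confirmatory dose-response retesting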;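 further: plate controls were full reaction with DMSO carrier for no effect and no enzyme background for full effect; strong numbers were not always called active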
ER stress rescue: rescue of cells from ER stress-induced death, primary screen, 384-well, CSM14.1, thapsigargin, ATP luminescence (AID 1222). CSM14.1 thapsigargin-induced death rescue, ATP luminescence; higher % means a stronger effect. cellular ATP content (survival), % at 20 µM; hits with a dose series show EC50 in µM. 190,000 tested, under 10 active;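 active means EC50 below 50 µM in the dose-response confirmation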;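 further: death triggered by thapsigargin at about 15 µM added after 2 h compound pretreatment; cell ATP read after overnight thapsigargin exposure of roughly 18 to 22 hours; normalized against plate controls of thapsigargin alone and 5% DMSO vehicle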
XIAP displacement: small molecules displacing peptide from XIAP – biochemical, IAP family, fluorescence polarization (AID 1018) | XIAP BIR domain, fluorescence polarization peptide displacement; higher % means a stronger effect | displacement, % at 20 µM; hits with a dose series show IC50 in µM | 200,000 compounds, 0.007% hits; in the data active means displacement above about 50%; further: a part of the inactive calls stands beside numbers as strong as those of hits
Hep lipid drop cells 6.5 µM: also measured in Hep lipid drop; calls as there; cell count; measured here: cell count, cytotoxicity flag;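 cells counted across two imaged fields per well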
* = called active by the depositor; x = no result given. Unless noted, no stated cut-off is given here; in the data, active means inhibition above about 50%; inactive means the rest. The list is partial; the hit share may differ from the screen's.

SMILES | HEK293 NOD2/NF-kB | P. falciparum M1AAP | Hep lipid drop | Hep lipid drop cells 6.5 µM | LYP inhibition | AID2073 | Siah-1 displacement | P. falciparum M17LAP | ER stress rescue | XIAP displacement
CCOP(=O)(OCC)C(NC(C)=O)C(Cl)(Cl)Cl (stereo not drawn) | -26.7% | -1.8% | x | x | 3.1% | 27.4% | -1.6% | 1.3% | 1.9% | -7.1%
Cc1ccc(N(C)C(=O)Oc2cccc3cccnc23)cc1 | 13.3% | 10.4% | -0.2 | 762 | 0.9% | 1.3% | 0.1% | -4.0% | -3.4% | 3.4%
Clc1cccc(Cl)c1CN1CCN(c2ccccc2)CC1 | -1.8% | 1.7% | 12.6 | 778 | -6.2% | 1.0% | 3.7% | 2.1% | -1.3% | -3.4%
CN1C(=O)CC(c2ccccc2)Nc2ccccc21 (stereo not drawn) | 12.6% | 1.3% | -2.6 | 732 | -5.9% | -13.3% | 3.0% | 3.0% | x | x
O=P(Nc1cccnc1)(Oc1ccccc1Cl)Oc1ccccc1Cl | 15.1% | 5.4% | -16.1 | 608 | -4.6% | 4.7% | 0.4% | 6.0% | -0.7% | -2.0%
CCCCCCC[n+]1ccc(-c2cc[n+](CCCCCCC)cc2)cc1 | 18.0% | 16.9% | 3.4 | 604 | 0.4% | -7.0% | 1.0% | -12.8% | 5.6% | -6.0%
OC(c1ccc(F)cc1)C(c1ccccc1)N1CCOCC1 (stereo not drawn) | 15.4% | 9.3% | 2.7 | 659 | -3.8% | -3.2% | 3.7% | -10.4% | -0.3% | -6.3%
CC1CCCC(NC(=O)COC(=O)Cc2ccccc2)C1C (stereo not drawn) | 11.1% | -5.0% | 17.8 | 762 | -3.2% | -2.1% | -4.2% | -3.3% | -1.1% | -3.9%
CCN(CC)C(=O)c1ccc(NC(=O)CN2CCc3cc(OC)c(OC)cc3C2)cc1 | 2.5% | x | -14.2 | 846 | -9.8% | 11.9% | 0.8% | x | x | x
O=C(NCc1cccnc1)Nc1ccccc1Cl | -5.1% | x | 4.7 | 681 | -0.6% | 7.2% | 8.0% | x | x | x
Cc1cc(OCCN2CC2)c2ccccc2n1 | 29.9% | 4.3% | 2.0 | 648 | -13.1% | 5.7% | -0.3% | -5.2% | x | x
C=CCNC(=O)c1c(N)n(CCN2CCOCC2)c2nc3ccccc3nc12 | 18.3% | 5.3% | x | x | -10.9% | 11.4% | -1.3% | -48.4% | -0.2% | -1.8%
CCOC(=O)c1c(C)n(C(C)C)c2ccc(OC)cc12 | 16.7% | 1.2% | -3.6 | 749 | -8.3% | -2.9% | -7.6% | 12.5% | x | x
C=CCn1c(O)c(C=NCCN2CCNCC2)c(=O)[nH]c1=O | -3.8% | 3.2% | -0.3 | 757 | -10.7% | -10.1% | -0.9% | 3.9% | 5.6% | -7.7%
O=C1/C(=C\c2ccc([N+](=O)[O-])cc2)N2CCC1CC2 | 23.2% | 7.0% | 1.4 | 628 | -12.9% | -2.4% | -5.0% | -1.3% | 3.1% | -1.9%
COC(=O)CC1(CC(=O)OC)C(=O)NC(=O)NC1=O | 10.5% | -3.2% | x | x | -8.6% | -7.2% | 6.2% | 2.8% | 0.0% | -3.5%
CC(c1ccccc1)(c1ccccc1)c1ccncc1 | 11.4% | -5.3% | -25.6 | 671 | -5.2% | -7.8% | 0.3% | -1.4% | -0.2% | -5.3%
CN(C)CC#CCn1c2ccccc2c2ccccc21 | 12.2% | 7.5% | 5.5 | 745 | -6.0% | -1.7% | 5.9% | -2.2% | x | x
O=C1CC(c2cccnc2)=NN1c1ccccc1 | -0.6% | 0.0% | 12.5 | 696 | -4.7% | 5.1% | 3.2% | -7.0% | -1.1% | -6.2%
Cc1ccc(-n2c(O)c(C=NC3CCCCC3N)c(=O)[nH]c2=O)cc1C (stereo not drawn) | 7.1% | 10.6% | x | x | 1.3% | 1.6% | 8.7% | 1.5% | 3.6% | -5.3%
CCC1=Nc2cc(C(=O)N3CCC4(CC3)OCCO4)ccc2Sc2ccc(Br)cc21 | 14.3% | x | -12.1 | 745 | -0.7% | 18.5% | -2.7% | x | x | x
COc1ccc(-c2nc3ccc(C(=O)N4CCC5(CC4)OCCO5)cc3nc2-c2ccc(OC)cc2)cc1 | 8.7% | x | -13.2 | 719 | -1.4% | 13.6% | -5.1% | x | x | x
CCCCN1C(=O)NC(=O)C2(Cc3c(nc4c(C)cccn4c3=O)N3CCc4ccccc4C32)C1=O (stereo not drawn) | 18.1% | 5.2% | 31.5 | 741 | 6.4% | 1.3% | -2.0% | 3.0% | x | -7.5%
CN1CCc2nc(SCc3ccccc3Br)c(C#N)cc2C1 | 15.2% | 11.3% | -2.5 | 672 | -1.7% | 28.6% | 27.9% | 2.5% | -1.1% | -7.3%
CNC(=O)c1cccn(Cc2cc(C(F)(F)F)cc(C(F)(F)F)c2)c1=O | 21.9% | 0.2% | 2.2 | 682 | -5.6% | 0.8% | -1.3% | -2.0% | -0.3% | -8.2%
Cc1cc(/C=C2/C(=O)NC(=O)N(Cc3ccco3)C2=O)c(C)n1-c1ccccc1 | 2.8% | 16.3% | 6.1 | 698 | 6.1% | 38.5% | 8.7% | 37.2% | -1.0% | 0.8%
CCC1(C)CC(CCNCc2ccc(N(C)C)cc2)(c2ccc(F)cc2)CCO1 (stereo not drawn) | 5.3% | 3.5% | 2.9 | 793 | -8.2% | -3.8% | -5.5% | -2.2% | x | x
O=[N+]([O-])[N-][n+]1cnn(Cc2ccc(Cl)cc2)c1 | -11.0% | 2.7% | 12.9 | 765 | -6.7% | -7.2% | 7.4% | -0.7% | -2.2% | -5.7%
CCOP(=O)(OCC)C(O)c1ccc(Br)cc1 (stereo not drawn) | 11.1% | -3.4% | -17.3 | 648 | -4.4% | -8.9% | 8.0% | 14.5% | -1.1% | -2.0%
COc1cccc(OP(=O)(Nc2ccccc2)Oc2cccc(OC)c2)c1 | -29.2% | x | -40.0 | 838 | 2.2% | 10.2% | -2.1% | x | x | x

Limited to ER stress rescue and XIAP displacement, for 2 of the compounds above:
smiles	ER stress rescue	XIAP displacement
CN1CCc2nc(SCc3ccccc3Br)c(C#N)cc2C1	-1.1%	-7.3%
CNC(=O)c1cccn(Cc2cc(C(F)(F)F)cc(C(F)(F)F)c2)c1=O	-0.3%	-8.2%

New compounds follow
SMILES | HEK293 NOD2/NF-kB | P. falciparum M1AAP | Hep lipid drop | Hep lipid drop cells 6.5 µM | LYP inhibition | AID2073 | Siah-1 displacement | P. falciparum M17LAP | ER stress rescue | XIAP displacement
O=C(Nc1ccc(OC(=O)N2CCCCC2)cc1)N1CCOCC1 | 62.5%* | 4.4% | 9.1 | 699 | -4.3% | 23.1% | -1.3% | 5.5% | 0.1% | -6.1%
CCOP(=O)(CN(CC)CCNP(=O)(OCC)OCC)OCC | 14.6% | 3.4% | x | x | -8.9% | -3.4% | 2.9% | -1.3% | 5.0% | -3.0%
O=S(=O)(c1ccc(Cl)cc1)N1CCCC1c1cccnc1 (stereo not drawn) | 0.5% | -4.3% | -0.2 | 741 | -4.0% | -10.5% | -3.5% | 3.8% | x | x
COc1ccccc1N1CCN(Cc2ccc(F)cc2)CC1 | 6.9% | -2.0% | 4.0 | 749 | -5.5% | -5.8% | 21.7% | -6.6% | -1.9% | -0.1%
CCOC(=O)C1CCCCC12C(C#N)=C(N)Oc1n[nH]c(C)c12 (stereo not drawn) | -0.1% | 6.8% | -2.2 | 759 | -6.2% | -2.8% | 4.1% | 4.8% | 1.5% | -5.8%
COc1ccc(C2NCc3ccc4c(c3-n3cccc32)OCO4)cc1O (stereo not drawn) | -12.9% | 10.6% | -108.3 | 390 | 3.6% | -1.7% | 0.8% | 2.2% | x | -2.7%
COc1ccc(CCNCc2ccccc2F)cc1 | -6.7% | x | x | x | -6.4% | 7.4% | 5.3% | x | x | x
CC1=NN(c2ccccc2)C(=O)C1/C=C1/C(=O)NC(=O)N(c2cccc(C)c2)C1=O (stereo not drawn) | 7.8% | 9.4% | x | x | 13.8% | -6.8% | 5.7% | 14.6% | 0.3% | -4.9%
Cc1ccc(OCC(=O)Nc2ccc(Cl)cc2C(=O)c2ccccc2)cc1 | 3.9% | 4.3% | -9.9 | 649 | -4.1% | 9.8% | 23.2% | -8.2% | -0.6% | -4.7%
COC(=O)[C@]1(C)C[C@H]1[C@H](NP(=O)(c1ccccc1)c1ccccc1)c1ccccc1 | -2.4% | 3.0% | -20.1 | 683 | 3.8% | 5.3% | -3.1% | -17.0% | -0.1% | -2.9%
CCOP(=O)(OCC)C(NC(=O)c1ccc(C)cc1)C(Cl)(Cl)Cl (stereo not drawn) | 5.4% | 2.0% | 0.9 | 698 | -5.2% | -9.9% | -5.5% | 15.0% | -0.8% | -8.0%
Cc1cccc(-n2c(O)c(C=NCCN3CCNCC3)c(=O)[nH]c2=S)c1 | -4.3% | x | x | x | -2.9% | -1.2% | -1.6% | x | x | x
CN(C)c1nc(OCCNC(=O)COc2ccc(Cl)cc2Cl)nc(N2CCCCC2)n1 | 13.7% | 4.5% | 5.5 | 790 | -2.0% | 2.2% | 3.1% | -1.9% | 0.9% | -6.4%
CCCC(C)n1[nH]c(=O)c2c1NC(=O)CSC2c1ccccc1 (stereo not drawn) | 0.4% | -0.7% | 17.8 | 727 | -5.1% | -0.7% | 4.6% | 1.9% | x | x
CCC(=Nc1ccc2c(c1)CCC2)c1c(O)n(C)c(=O)n(C)c1=O | 35.6% | x | x | x | 0.7% | -7.3% | -1.0% | x | -1.3% | -11.4%
Cc1cccn2c(=O)c3c(nc12)N1CCCCC1C1(C3)C(=O)N(C)C(=O)N(C)C1=O (stereo not drawn) | -3.2% | 0.1% | -10.8 | 714 | -4.8% | 20.0% | 6.6% | -0.3% | x | x
CSc1ccc(C(c2c(O)c3ccccc3oc2=O)c2c(C)n(C)n(-c3ccccc3)c2=O)cc1 (stereo not drawn) | -6.6% | 18.7% | 10.4 | 834 | 6.4% | 11.9% | -2.5% | 4.8% | -0.7% | -9.6%
Cc1ccc(-c2nn(Cc3ccccc3)cc2C(=O)O)cc1 | 19.2% | -3.0% | 10.7 | 699 | -5.7% | -16.1% | 14.8% | -10.2% | x | x
O=c1[nH]c(O)c(/C=C2\C=NN=C2c2ccccc2)c(=O)[nH]1 | 12.8% | 2.1% | 22.3 | 788 | -6.3% | 30.5% | 3.7% | 6.1% | -0.3% | -3.3%
NC(=O)c1cn(C2CCCCC2)c2ccccc2c1=O | -23.1% | x | -15.9 | 417 | -6.0% | 16.5% | -5.8% | x | x | x
CC(Cc1cccs1)NCc1ccc(Cl)cc1 (stereo not drawn) | 2.1% | 1.9% | 12.5 | 703 | -4.1% | 6.6% | 7.6% | -2.5% | x | -4.3%

Bioassay records as filed in PubChem.
